High-throughput results (PubChem)
miR-122 sensor: inhibitors of miR-122 in Huh7 cells; Huh7 miR-122 Renilla luciferase sensor, 48 h; neutral wells = 0, positive control = 100; activation (reporter increase), % at 12.5 µM; actives 0.3% (n = 340,000);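 active = mean replicate activation score at least 90 and every replicate individually at or above 90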;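 also: higher luciferase means less miR-122 activity so hits act as miR-122 inhibitors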
ERp5 inh: inhibitors of human ERp5 | ERp5 insulin aggregation, absorbance 650 nm, 90 min | actives 0.05% (n = 350,000) | AID 651711 | Q15084 | inhibition, % at 9.99 µM;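 active = mean replicate inhibition above about 25%, with every replicate also reaching it, limit read from the data, passing the limit was not always enough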
Target sequence (Q15084 whole entry, looked up): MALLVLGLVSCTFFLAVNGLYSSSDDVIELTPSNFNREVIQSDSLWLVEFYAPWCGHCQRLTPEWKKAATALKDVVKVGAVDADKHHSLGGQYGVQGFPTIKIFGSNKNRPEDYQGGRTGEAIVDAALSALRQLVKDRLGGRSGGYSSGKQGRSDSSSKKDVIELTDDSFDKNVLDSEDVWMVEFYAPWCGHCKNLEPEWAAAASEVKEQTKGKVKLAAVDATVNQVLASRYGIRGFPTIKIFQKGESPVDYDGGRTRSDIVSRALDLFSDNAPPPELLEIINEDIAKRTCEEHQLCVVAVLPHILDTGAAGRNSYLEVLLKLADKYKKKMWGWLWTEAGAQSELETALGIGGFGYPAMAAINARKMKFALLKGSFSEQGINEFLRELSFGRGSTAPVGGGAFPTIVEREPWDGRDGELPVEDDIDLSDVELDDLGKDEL
C2C12 statin: suppression of simvastatin myotoxicity; C2C12 myotubes + simvastatin, ATP luminescence, 48 h; scaled: DMSO 0, geranylgeraniol control 100; rescue of ATP level, % at 7.49 µM; actives 0.78% (n = 330,000); AID 602340;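 active = mean ATP rescue above about 67%, or every replicate alone reaching that limit, limit read from the data, passing the limit was not always enough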;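 also: myotubes were challenged with 10 µM simvastatin during compound exposure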
Cneo AK release: causes C. neoformans cell lysis | adenylate kinase release luminescence, 4 h; normalised: neutral wells 0, clomiphene wells 100 | AID 651654 | actives 0.2% (n = 360,000) | lysis activity, % at 15 µM;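 active = mean lysis activity across replicates of at least 80%, whatever share of replicates individually reach that level; inactive = mean lysis activity below 80%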
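Assay system: Cryptococcus neoformans yeast cells / Dosing: single-point compound dose / Timing: 4 h at 37 °C static, read 1 h later / Measured by: luminescence of released adenylate kinase using an AK detection reagent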
SIRT5 inh: blocks human SIRT5 desuccinylation of peptide | Purified SirT5, succinyl-peptide AMC, trypsin-coupled fluorescence | inhibition, % at 15 µM | actives 1.1% (n = 330,000); in the data active = inhibition above about 15%
Target sequence (Q9NXA8 whole entry, looked up): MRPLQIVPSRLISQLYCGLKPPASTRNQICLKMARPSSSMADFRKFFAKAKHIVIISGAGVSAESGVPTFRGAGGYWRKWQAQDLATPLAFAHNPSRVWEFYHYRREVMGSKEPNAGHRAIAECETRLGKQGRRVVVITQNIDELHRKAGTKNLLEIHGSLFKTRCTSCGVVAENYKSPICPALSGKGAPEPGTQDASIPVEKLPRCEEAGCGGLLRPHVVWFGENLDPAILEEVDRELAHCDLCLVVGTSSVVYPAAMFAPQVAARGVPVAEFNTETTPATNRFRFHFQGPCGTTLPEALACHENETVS
ARNT-TACC3 inh: disrupts binding between human ARNT and TACC3 | AlphaScreen His-ARNT PAS-B/GST-TACC3 binding, luminescence; TACC3 fragment carries E629A point mutation | Q9Y6A5 | inhibition, % at 9.99 µM | AID 623870 | actives 0.66% (n = 390,000);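 active = mean inhibition of replicates at least 50% and at least half of replicates each reaching 50%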;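 also: 0% = complete ARNT plus TACC3 wells and 100% = ARNT alone without TACC3; many hits fall short of the cut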
esBAF inh: SWI/SNF esBAF complex inhibition. actives 2% (n = 350,000). mouse ES cells, Bmi1-luciferase knock-in reporter, 24 h; 100% = twice the neutral-well signal. reporter increase, % at 12.5 µM; in the data active = activation above about 40%;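 also: 0% = median of the plate's neutral control wells and 100% = double that signal; a rise in the Bmi1 reporter signal indicates esBAF inhibition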
* hit, by the source's call; x = no result given; [ ] = dose if it differs, or a comment.

SMILES | miR-122 sensor | ERp5 inh | C2C12 statin | Cneo AK release | SIRT5 inh | ARNT-TACC3 inh | esBAF inh
COc1cccc(-c2cnc3c(c2)C(=O)N([C@@H](C)CO)C[C@H](C)[C@H](CN(C)C(=O)CC2CC2)O3)c1 | -3.1[16.7 µM] | -2.9 | x | -4.8 | 2.0 | -4.8 | -4.0
COc1ccc(-c2oc3ccccc3c2C(=O)OCc2ccc(O)cc2)cc1 | -5.0 | 1.3 | 18.0 | 1.0 | x | -24.8 | 44.6*
COC(=O)CN(C)C1CC(=O)N(c2ccc(Cl)cc2)C1=O (stereo unspecified) | -0.4 | x | -0.1 | 2.3 | x | -3.6 | 6.2
C[C@@H]1CN([C@H](C)CO)S(=O)(=O)c2ccc(-c3ccc(F)cc3)cc2O[C@H]1CN(C)C(=O)Nc1ccccc1F | 9.4[16.7 µM] | 0.4 | -81.0 | 3.9 | -2.5 | -7.4 | -8.0
Nc1ccc2c(c1)C(=O)c1ccc(Cl)cc1-2 | x | 2.1 | 9.7 | -4.2 | x | 2.6 | 13.7
c1ccc2c(Nc3nc(-c4ccncc4)nc4ccccc34)cccc2c1 | 1.9 | 4.4 | x | 1.3 | -2.5 | x | x
COC(=O)C1=CNC=C(C(=O)OC)C1c1cccc2ccccc12 | x | 2.5 | 28.9 | 0.7 | -1.6 | -8.3 | -0.9
CN(Cc1ccco1)c1ncnc2ccc(-c3ccccc3Cl)cc12 | 7.1 | 4.4 | 9.9 | 2.1 | 0.6 | -1.9 | -1.4
O=C(CCc1nc2ccccc2c(=O)[nH]1)OCc1ccc(-c2ccccc2)cc1 | x | 7.1 | x | x | -4.7 | 6.4 | x
O=S(=O)(c1cccc(C(F)(F)F)c1)c1ccc(O)cn1 | x | 2.0 | x | x | 1.0 | -11.3 | x
CCCCc1c(O)nc(SCC(=O)NCC2CCCO2)[nH]c1=O (stereo unspecified) | -3.1 | x | 93.6* | -0.5 | x | -4.0 | -8.0
CCOC(CNC(=O)c1[nH]c(C(F)(F)F)nc1-c1ccccc1)OCC | -2.3 | 3.5 | 7.3 | -1.0 | 9.4 | x | -3.5

Arranged by the number under miR-122 sensor (descending): 3 from the list above.
smiles | miR-122 sensor | ERp5 inh | SIRT5 inh | ARNT-TACC3 inh | esBAF inh
c1ccc2c(Nc3nc(-c4ccncc4)nc4ccccc34)cccc2c1 | 1.9 | 4.4 | -2.5 | x | x
CCOC(CNC(=O)c1[nH]c(C(F)(F)F)nc1-c1ccccc1)OCC | -2.3 | 3.5 | 9.4 | x | -3.5
COc1ccc(-c2oc3ccccc3c2C(=O)OCc2ccc(O)cc2)cc1 | -5.0 | 1.3 | x | -24.8 | 44.6*

Additional records.
SMILES | miR-122 sensor | ERp5 inh | C2C12 statin | Cneo AK release | SIRT5 inh | ARNT-TACC3 inh | esBAF inh
COc1ccc(S(=O)(=O)NC(C)(C)C)cc1-c1nnc2c3ccccc3c(C)nn12 | 8.9 | x | 24.0 | -2.2 | x | -3.0 | -13.3
COc1ccccc1-n1c(=S)[nH]c2c(sc(=S)n2-c2ccccc2)c1=O | x | 1.4 | x | x | -0.9 | 4.2 | x
CCc1cc2c(cc3c(=O)n(CC(=O)N4CCN(C)CC4)ncn32)s1 | -1.6 | -1.3 | 19.5 | 1.6 | 1.3 | -6.1 | 0.6
N[C@@H](CCC(=O)N[C@@H](CSN=O)C(=O)NCC(=O)O)C(=O)O | -5.4 | 0.5 | 1.7 | -1.3 | -2.8 | 15.8 | 0.3
C[C@H](CO)N1C[C@H](C)[C@@H](CN(C)Cc2ccc(C(=O)Nc3ccccc3N)cc2)Oc2ccc(NS(=O)(=O)c3cccs3)cc2C1=O | -2.8[16.7 µM] | -5.9 | -32.5 | -0.3 | x | 6.1 | -4.0
CCOC(=O)c1c(C)[nH]c(C)c1C(=O)COC(=O)c1cccc(S(=O)(=O)NC)c1 | 6.5 | x | x | -5.0 | x | -13.5 | x
COc1ccc(NC(=O)CN(C)C(=O)c2cc(CN3C(=O)c4ccccc4C3=O)ccc2OC)cc1 | 1.2 | -12.0 | 16.9 | -1.1 | 2.8 | -1.3 | 3.4
Cc1[nH]c2ccccc2c1CCNC(=O)CCC(=O)c1ccccc1 | -1.7 | 2.0 | 23.6 | 2.0 | -2.6 | 7.6 | -4.1
CCc1nccn1S(=O)(=O)c1cc(Br)ccc1OC | 11.1 | x | -0.8 | -0.3 | x | -2.9 | 1.1
CC(C)CC(=O)c1c[nH]c(C(=O)O)c1 | x | 3.9 | x | x | 1.5 | -1.7 | x
CC(=O)c1cccc(NC(=O)C2(C)Cc3c(-c4cccc(C(N)=O)c4)ccnc3O2)c1 (stereo unspecified) | -2.9 | 0.3 | 1.8 | -1.2 | -1.3 | x | -2.4
CCN(CC)C(=O)CSc1nc2c(sc(=S)n2-c2ccccc2)c(=O)n1-c1ccc(OC)cc1OC | -9.5 | 2.4 | 30.2 | 0.8 | 1.2 | 3.0 | 7.9
COc1ccc(CN(C)C[C@H]2OCCCC[C@H](C)Oc3ccc(NC(=O)Nc4ccccc4)cc3C(=O)N([C@@H](C)CO)C[C@@H]2C)cc1 | 1.9[16.7 µM] | x | x | -14.6 | x | 4.4 | -5.7
O=C(CCC(=O)N1CCOc2ccccc21)NCCc1ccccc1 | -10.7 | 6.2 | 12.8 | 2.0 | -0.7 | -3.0 | 14.2
CCOc1ccccc1NC(=O)C(OC(=O)c1ccc(O)cc1)c1ccccc1 (stereo unspecified) | 7.7 | 1.7 | -3.3 | 2.7 | -0.6 | 3.6 | 1.0
CCc1nnc(SCC(=O)Nc2ccccc2)nc1CC | -2.6 | x | 4.1 | 0.3 | x | 0.3 | -6.9
CC1CCCCN1C(=O)CCS(=O)(=O)c1cc2c(cc1Cl)NC(=O)CO2 (stereo unspecified) | -2.4 | -11.6 | -10.3 | 0.3 | -2.1 | -6.5 | -1.9
COc1ccc(NC(=O)c2c(N)cnn2C)cc1 | x | 4.4 | -7.2 | -2.0 | 8.0 | 1.2 | 5.4
O=S(=O)(c1cccc(F)c1)N1CC[C@@H]2[C@H](CO)Nc3ccc(Br)cc3[C@@H]21 | -1.5[16.7 µM] | -2.8 | 14.1 | -8.8 | 3.4 | -2.9 | 1.1
O=C(O)C[C@@H]1CC[C@H](NC(=O)Nc2cc(F)ccc2F)[C@@H](CO)O1 | x | 8.7 | 3.1 | 1.5 | 1.3 | -11.2 | -1.7
COc1cccc(CNC(=O)CCNC(=O)C2CCN(S(=O)(=O)c3ccccc3)CC2)c1 | 5.9 | 2.0 | 47.9 | 0.1 | -2.3 | 1.5 | 18.2
COc1cccc(NC(=O)Nc2nc(SC(C)(C)C)ns2)c1 | 4.1 | -1.6 | -499.6 | -4.7 | 0.9 | -3.6 | -34.9
CCc1nnc(NC(=O)CSc2ccc(-c3ccc(-n4cccn4)cc3)nn2)s1 | x | -2.3 | x | x | 0.7 | 25.9 | x
COC(=O)C(C(=O)OC)c1ncccc1[N+](=O)[O-] | -5.1 | 3.7 | x | 2.1 | 4.5 | -5.0 | x
CC(=O)Nc1ccc(S(=O)(=O)N2CCN(c3ncccn3)CC2)cc1 | 0.2 | -1.2 | -6.5 | 3.6 | 0.0 | -2.0 | -9.9
CNC[C@H]1OCCCC[C@@H](C)Oc2ccc(NC(=O)CCC(F)(F)F)cc2C(=O)N([C@H](C)CO)C[C@@H]1C | 6.2[16.7 µM] | 1.7 | -17.5 | -1.3 | 1.7 | -6.0 | -3.8
CCCCOc1ccc(/C=C/C(=O)N(CC)CC(=O)Nc2ccc3c(c2)OCCO3)cc1OC | -10.2 | -2.2 | 2.2 | 3.0 | -0.4 | 0.1 | 1.7
CCCc1cc(=O)oc2cc(C)c(CN3CCCC3)c(O)c12 | -3.6 | x | 1.3 | 1.4 | x | -2.5 | 9.1
CC(=O)Nc1ccc(S(=O)(=O)c2cc(O)ccc2O)cc1 | 25.8 | 3.8 | 3.5 | -1.0 | -0.7 | -3.4 | 6.7
CO[C@H]1CN(C)C(=O)c2cc(NC(=O)c3ccc(F)cc3)ccc2OC[C@@H](C)N(C)C[C@@H]1C | 0.9[16.7 µM] | 1.2 | -2.8 | 14.8 | -2.9 | -12.3 | -2.5
Cc1ccc(C)c(NCC(=O)c2ccc(Cl)cc2)c1 | 9.2 | 3.8 | 6.4 | -0.9 | 5.4 | 7.0 | -3.2
COc1cccc(OC)c1C(=O)N1CCN(S(=O)(=O)c2ccccc2)CC1 | -0.6 | x | 5.0 | 3.5 | x | -5.9 | -14.8
CO[C@H]1CN(C)C(=O)c2ccc(NS(C)(=O)=O)cc2OC[C@@H](C)N(Cc2ccccn2)C[C@H]1C | -6.3[16.7 µM] | x | -12.0 | -0.9 | x | 22.7 | 3.4
NS(=O)(=O)c1ccc(NC(=O)c2cc(-c3cc(Cl)ccc3O)n[nH]2)cc1 | 3.6 | -0.7 | -14.8 | -0.3 | -2.2 | -6.4 | -4.3
CCCC(=O)OCC(=O)Nc1cc(C(C)(C)C)nn1-c1ccccc1 | 10.8 | x | -2.1 | 1.0 | x | -1.0 | 2.9
COc1cc(/C=N/NC(=O)c2ccc(NS(=O)(=O)c3cccs3)cc2)cc(OC)c1O | 10.4 | -1.5 | 2.0 | -0.6 | 5.3 | 7.4 | -8.9
COc1ccc(NC2CCCN(C(=O)CSc3ccccc3)C2)cc1OC (stereo unspecified) | x | 2.3 | 0.6 | -0.8 | 0.2 | -2.5 | -0.7
CO[C@@H]1CN(C)C(=O)c2cc(NC(=O)Nc3ccccc3F)ccc2OC[C@@H](C)N(CC2CC2)C[C@H]1C | x | -0.6 | -21.3 | 3.0 | 1.0 | -2.1 | -2.4
CCOC(=O)C(=CNc1cc(C)ccc1[N+](=O)[O-])C(=O)OCC | -23.4 | -7.1 | -1.0 | -3.9 | -1.1 | -1.6 | 15.1
CC(C)CC#Cc1cnc2c(c1)C(=O)N([C@H](C)CO)C[C@H](C)[C@H](CN(C)Cc1cccc(F)c1)O2 | 8.4[16.7 µM] | -7.4 | 15.8 | 1.8 | 6.7 | -5.2 | -3.1
Cn1c(-c2cc3c(C(F)(F)F)nn(C)c3s2)n[nH]c1=S | 4.8 | x | -3.8 | -11.8 | x | -7.3 | -9.1
CCNC(=O)C1(C)CCN(Cc2csc(-c3ccccc3)n2)C1 (stereo unspecified) | -1.8 | 3.7 | 5.9 | -8.2 | -2.3 | x | 13.8
C[C@@H]1CCCCO[C@@H](CN(C)S(=O)(=O)c2cccs2)[C@H](C)CN([C@H](C)CO)C(=O)c2cc(NS(=O)(=O)c3ccc(F)cc3)ccc2O1 | -12.1[16.7 µM] | 2.9 | x | 60.2 | 3.2 | -2.5 | 2.5
Cc1cccc(NC(=O)c2ccc(C)c(S(=O)(=O)N3CCCCC3)c2)n1 | x | -1.2 | x | x | -1.3 | 5.5 | x
c1cc[n+](CCC[n+]2ccccc2)cc1 | -1.8 | 0.0 | -1.4 | 0.8 | -2.9 | -8.7 | -2.0
O=C(NCc1ccccc1)c1cccc(F)c1F | x | 6.8 | 2.6 | -0.1 | 3.4 | 2.3 | 7.6
Cc1ccc(S(=O)(=O)N(C)C)cc1NC(=O)COC(=O)c1ccc2c(c1)NC(=O)CS2 | x | -3.1 | x | x | 1.8 | -2.9 | x
O=C1CS/C(=N/N=C/c2cccs2)N1Cc1ccc(F)cc1 | -0.3 | -2.0 | 8.5 | 2.1 | 2.2 | x | 5.6
CO[C@@H]1CN(C)C(=O)c2ccc(NC(=O)c3cc(C)on3)cc2OC[C@H](C)N(C)C[C@@H]1C | x | -4.0 | -6.2 | 0.2 | 1.9 | -6.7 | -4.9

5 entries drawn at random from the list so far, as already listed:
SMILES | miR-122 sensor | ERp5 inh | C2C12 statin | Cneo AK release | SIRT5 inh | ARNT-TACC3 inh | esBAF inh
CO[C@@H]1CN(C)C(=O)c2cc(NC(=O)Nc3ccccc3F)ccc2OC[C@@H](C)N(CC2CC2)C[C@H]1C | x | -0.6 | -21.3 | 3.0 | 1.0 | -2.1 | -2.4
CCOC(=O)C(=CNc1cc(C)ccc1[N+](=O)[O-])C(=O)OCC | -23.4 | -7.1 | -1.0 | -3.9 | -1.1 | -1.6 | 15.1
COc1ccc(NC2CCCN(C(=O)CSc3ccccc3)C2)cc1OC (stereo unspecified) | x | 2.3 | 0.6 | -0.8 | 0.2 | -2.5 | -0.7
O=C1CS/C(=N/N=C/c2cccs2)N1Cc1ccc(F)cc1 | -0.3 | -2.0 | 8.5 | 2.1 | 2.2 | x | 5.6
Cn1c(-c2cc3c(C(F)(F)F)nn(C)c3s2)n[nH]c1=S | 4.8 | x | -3.8 | -11.8 | x | -7.3 | -9.1

No enrichment for hits. About 4% of those tested had a hit in this group.
